Screening results from PubChem BioAssay.
CaV13 FRET inh: Primary screen for inhibitors of IQ motif and Ca2+-dependent inactivation inhibitor domain binding in CACNA1D, Förster resonance energy transfer in living cells, …; HEK cells, CFP/YFP FRET ICDI-IQ, plate reader, 10 min; percent FRET-ratio fall versus neutral wells; inhibition, % at 12.3 µM; 340,000 tested, 0.098% active; AID 743397;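 active = mean replicate inhibition of at least 30% and at least 1% of replicates passing that level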;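 also: 0% = median of the neutral control wells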
Starred values were filed as active, the others as inactive. A portion of the library, so the mix of outcomes need not match the whole.

SMILES	CaV13 FRET inh
C[C@@H]1CN([C@@H](C)CO)C(=O)CCCn2nncc2CO[C@H]1CN(C)Cc1ccc(O)cc1	-11
COc1cc2c(c(OC)c1OC)CC(c1ccccc1)=C(c1ccccc1)CC2NC(=O)C(F)(F)F (centres undefined)	-3
COC(=O)c1cc2c(c3c4ccccc4n(S(=O)(=O)c4ccc(C)cc4)c13)C(=O)N(Cc1ccccc1)C2	-10
CCOC(=O)C1=C(Nc2ccc(Br)cc2)C(=O)N(CC)C1	-13
O=C(Nc1cccc(F)c1)c1ccc(-c2ccccc2C(F)(F)F)o1	-11
COC(=O)c1ccc2nc(-c3ccccc3)c(Cc3ccccc3)n2c1	-10
Cc1oc2c(c(C)nn2-c2ccccc2)c(=O)c1Cl	-13
O=C(N[C@H](C(=O)N1CCC[C@H]1C(=O)NCc1ccccc1)C1CCCCC1)c1ccc(Cl)c(Cl)c1	-10
C=CCN=C1NC(c2ccccc2C(F)(F)F)C(C(=O)OC)=C(C)N1Cc1ccccc1C(F)(F)F (centres undefined)	-9
COC(=O)CC#C[C@@H](C)[C@H](NS(=O)(=O)c1ccc(C)cc1)C(C)(C)C	-5
CCOC(=O)C1=CCN(S(=O)(=O)c2ccc(Br)cc2)C1c1ccc(Br)cc1 (centres undefined)	-3
CC(C)CNc1ccc2c(c1)OC[C@H](C)NS2(=O)=O	-6
C=CCN=C1NC(CCc2ccccc2)C(C(=O)OC)=C(C)N1Cc1ccccc1C(F)(F)F (centres undefined)	-11
C#CCN1CC(COc2ccccc2)Oc2cccc(Oc3ccc(C(C)C)cc3)c2S1(=O)=O (centres undefined)	-7
CN1C(=O)[C@@]2(O[C@H]3c4ccccc4C=CN3C3=C2C(=O)CCC3)c2ccccc21	-8
N#Cc1ccc(OCC(=O)N[C@@H](Cc2ccccc2)c2nc3ccccc3[nH]2)cc1	-2
CCNC(=O)N1CCN(c2ccc(N3CCN(Cc4ccccc4)[C@H](C)C3)c(C)c2)[C@@H](C)C1	-9
COC(=O)c1ccc(CN2C(=O)[C@]3(OCCC=C[C@H]3C)c3c(Br)cccc32)cc1	-5
COc1ccc(C(C)=O)cc1CSC(=S)N1CCSCC1	-5
Cc1cccc(-c2cccc3[nH]c4c(c23)CCN2C(=O)[C@H]3[C@H](C)ON(C)[C@H]3C[C@@H]42)c1	-9
Cc1cc2c(nc1C)CCCN2Cc1ccccn1	-7
NC(=O)C[C@@H]1NC(=O)c2cc([N+](=O)[O-])cc(F)c2NCCCC[C@@H](C(N)=O)NC(=O)[C@H](CO)NC1=O	-6
O=c1cc(CN2CCCC2)c2ccccc2o1	-5
C[C@H](O)[C@@H]1CN2CCc3c([nH]c4ccccc34)[C@@H]2C[C@@H]1N(C)CC1CCCCC1	-5
C[C@H](CO)N1C[C@H](C)[C@H](CN(C)C(=O)Nc2ccc3c(c2)OCO3)OCc2cnnn2CCCC1=O	-6
COC(=O)[C@]12C[C@H](CC(=O)NCCc3ccccc3OC)C(=O)N(Cc3ccc4c(c3)OCO4)C1=C[C@H](C(C)(C)C)O[C@@H]2C	-9
O=S1(=O)CC(N2CCC(c3ccccc3)CC2)CN1Cc1cn(Cc2ccc(C(F)(F)F)cc2)nn1 (centres undefined)	-5
COC(=O)[C@H](Cc1ccccc1)N[C@H](c1ccc(OC)cc1)[C@@H](O)Cc1ccccc1	-7
O=C(c1ccccc1)C12COc3ccccc3C1ON=C2c1ccccc1 (centres undefined)	-4
CC(=NNc1cc(C)c2cc(C)ccc2n1)c1ccccn1	-10
COc1ccc(C(=O)N2CCC[C@H]2C(=O)N2CCC[C@@H]2C(=O)NCc2ccccc2)cc1F	-3
CCCCNC(=O)C[C@H]1C[C@@]2(C(=O)OC)C(=C[C@H](C(C)C)O[C@@H]2C2CC2)N(Cc2ccccc2)C1=O	-8
Nc1[nH]c(C(=O)c2ccccc2)c(-c2cccc(C(F)(F)F)c2)c1C(=O)c1c[nH]c2ccccc12	-16
COc1ccc(-c2cccc3c4c([nH]c23)[C@@H]2C[C@H]3[C@@H](C(=O)N2CC4)[C@H](C)ON3C)cc1	-5
Cc1cc(C)c(CN2CCN(C(=O)Cn3cc(C)c(=O)[nH]c3=O)CC2)c(C)c1	-5
Nc1[nH]c(C(=O)c2ccc(Br)cc2)c(-c2ccc3ccccc3c2)c1C(=O)NCCc1c[nH]c2ccccc12	-4

An excerpt of these results, comma-delimited:
structure,CaV13 FRET inh
COC(=O)CC#C[C@@H](C)[C@H](NS(=O)(=O)c1ccc(C)cc1)C(C)(C)C,-5
CCOC(=O)C1=CCN(S(=O)(=O)c2ccc(Br)cc2)C1c1ccc(Br)cc1 (centres undefined),-3
CC(C)CNc1ccc2c(c1)OC[C@H](C)NS2(=O)=O,-6
C=CCN=C1NC(CCc2ccccc2)C(C(=O)OC)=C(C)N1Cc1ccccc1C(F)(F)F (centres undefined),-11
C#CCN1CC(COc2ccccc2)Oc2cccc(Oc3ccc(C(C)C)cc3)c2S1(=O)=O (centres undefined),-7

Further records:
SMILES	CaV13 FRET inh
S=C(SCc1nc(-c2ccc(Cl)cc2)no1)N1CCSCC1	-22
O=C(NCc1ccccc1)[C@@H]1CCCN1C(=O)[C@H]1CCCN1C(=O)c1ccccc1	-11
COc1ccc(OC)c(S(=O)(=O)CC(=O)c2cc3ccccc3oc2=O)c1	-10
CC(C)C[C@H]1COc2cc(NCc3ccc(Cl)c(Cl)c3)ccc2S(=O)(=O)N1	-5
Cc1ccc(CN(C)C[C@H]2OCc3cnnn3CCCC(=O)N([C@H](C)CO)C[C@@H]2C)cc1	-5
CCCN1CCCCC(NC(=O)c2c(F)cccc2F)C1=O (centres undefined)	-1
COC(=O)C1=C(C)N(Cc2ccccc2C(F)(F)F)C(=NCc2ccc3c(c2)OCO3)NC1c1cccc(F)c1 (centres undefined)	-3
Nc1nc2c(ncn2[C@@H]2O[C@H](C(=O)N[C@@H](Cc3ccccc3)C(=O)NCC3CCCCC3)[C@@H](O)[C@H]2O)c(=O)[nH]1	-9
Cc1cc(N2CCN(CC(C)(C)O)C[C@H]2C)ccc1N1CCN(Cc2ccccc2)[C@H](C)C1	-9
COC(=O)c1[nH]c2ccc(F)cc2c1NC(=O)CCN1CCN(C(=O)c2ccco2)CC1	-6
CN1C(=O)CN2CCc3ccccc3C2c2cc(Cl)ccc21 (centres undefined)	-9
Cc1cc2c(nc1C)CCCN2S(=O)(=O)c1ccccc1	-5
COC(=O)c1cc2c(c3c4cc(OC)ccc4n(S(=O)(=O)c4ccc(F)cc4)c13)C(=O)N(C)C2	-4
CC(C)C[C@H]1COc2c(Cl)cccc2S(=O)(=O)N1Cc1ccc(F)cc1F	-5
CCOC(=O)C1CSCCS(=O)(=O)N1Cc1ccccc1F (centres undefined)	-4
Cc1ccccc1C(=O)N[C@H](C(=O)N1CCC[C@H]1C(=O)NC1CCCC1)C1CCCCC1	-12
C[C@H]1[C@H](c2ccccc2)Oc2cccc(NCCc3ccccc3)c2S(=O)(=O)N1Cc1cccc(F)c1	-5
COC(=O)C1=C(C)N(C)C(=NCc2ccc(C(F)(F)F)cc2)NC1c1ccc(F)cc1 (centres undefined)	-4
Cc1ccc(Cl)cc1NC(=O)N(C)CCOC(=O)Nc1cccc(Cl)c1	-5
COc1ccc(C(=O)C(=O)N2CCN(C(=O)c3ccccc3C(F)(F)F)CC2)cc1OC	-9
O=C(CSC1CCc2ccccc21)NN=Cc1ccco1 (centres undefined)	-3
O=C(NCc1ccccc1)[C@@H]1CCCN1C(=O)[C@H]1CCCN1C(=O)c1ccc(F)c(F)c1	-7
C#CCN1CC(COCCCC)Oc2cccc(F)c2S1(=O)=O (centres undefined)	-3
Cc1ccc(NC(=O)[C@@H](Cc2ccccc2)NC(=O)[C@H]2O[C@@H](n3ccc(=O)[nH]c3=O)[C@H](O)[C@@H]2O)cc1C	-3
COc1ccc(OC)c(CN2CCN(C(=O)c3cc(S(=O)(=O)N4CCOCC4)ccc3C)CC2)c1	-2
CN(C)C(=O)c1cccc(-c2csc(N3CCC(C(N)=O)CC3)n2)c1	-5
C=CCn1c(SCC(=O)Nc2ccccc2OC)nnc1-c1ccco1	-8
Cc1[nH]c2ccccc2c1/C=N/Nc1ccccn1	-1
Nc1[nH]c(C(=O)c2ccc(Br)cc2)c(-c2ccccc2Cl)c1C(=O)NCCc1c[nH]c2ccccc12	-5
CC1CN(C(=O)c2ccccc2)CCC1=NO (centres undefined)	-4
O=S1(=O)CCC(N(N=Cc2ccco2)c2ccccc2)C1 (centres undefined)	-13
C=CCN=C1NC(c2cccc(Cl)c2)C(C(=O)OC)=C(C)N1Cc1ccc(C(F)(F)F)cc1 (centres undefined)	-8
COc1ccccc1CCn1cnc(-c2cccc(Br)c2)c1C(C)C	-4
CC1(C)OC(=O)C2=C(CC(CCc3ccccc3)OC2c2ccc(Cl)cc2)O1 (centres undefined)	-10
COC(=O)C1=C(C)N(Cc2ccc(C(F)(F)F)cc2)C(=NCc2ccccc2)NC1c1ccccc1 (centres undefined)	-4
O=C(NCC1CCN(C(=O)C(=O)c2cc3ccccc3o2)CC1)c1ccncc1	-9

4 compounds out of the list above, arranged by their value in CaV13 FRET inh, lowest first:
SMILES	CaV13 FRET inh
O=S1(=O)CCC(N(N=Cc2ccco2)c2ccccc2)C1 (centres undefined)	-13
CN1C(=O)[C@@]2(O[C@H]3c4ccccc4C=CN3C3=C2C(=O)CCC3)c2ccccc21	-8
NC(=O)C[C@@H]1NC(=O)c2cc([N+](=O)[O-])cc(F)c2NCCCC[C@@H](C(N)=O)NC(=O)[C@H](CO)NC1=O	-6
COC(=O)CC#C[C@@H](C)[C@H](NS(=O)(=O)c1ccc(C)cc1)C(C)(C)C	-5

Later entries.
SMILES	CaV13 FRET inh
COC(=O)c1cc2c(c3c4ccccc4n(S(=O)(=O)c4ccccc4)c13)C(=O)N(Cc1ccc(C(F)(F)F)cc1)C2	-9
C[C@H](CO)N1C[C@H](C)[C@@H](CN(C)Cc2ccc(C(=O)O)cc2)OCCCC[C@H](C)Oc2ccc(NC(=O)CCC(F)(F)F)cc2C1=O	-5
COC(=O)/C=C1\OC(C)c2ccccc21 (centres undefined)	4
CC(C)C[C@H]1COc2ccc(Cl)cc2S(=O)(=O)N1	-7
Cc1ccccc1S(=O)(=O)N1CCCc2nc(C)c(C)cc21	-5
CCCc1nc2c(C)cc(Br)cn2c1Cc1cccc(Cl)c1	-7
Cc1[nH]nc2c1C(c1ccc(Br)cc1)NC2=O (centres undefined)	-4
C[C@@H]1CN([C@@H](C)CO)C(=O)CCCn2cc(nn2)CO[C@H]1CN(C)C(=O)Nc1cccc(Oc2ccccn2)c1	-4
O=C(NCC1CCN(C(=O)C(=O)c2cc3ccccc3o2)CC1)c1cccnc1	-10
O=C1N[C@@H](Cc2ccccc2)C(=O)N2[C@H]1CSCCS2(=O)=O	-5
CCOC(=O)c1[nH]c2ccc(OC)cc2c1NC(=O)C(C)N1CCSCC1 (centres undefined)	-5
[O-][n+]1ccccc1C(O)CSc1ccccc1 (centres undefined)	-5
C=CCCC1CN(CC=C)S(=O)(=O)c2c(F)cccc2O1 (centres undefined)	-6
COC(=O)CC#C[C@H](C)[C@@H](NS(C)(=O)=O)C(C)(C)COCc1ccccc1	-16
COC(=O)c1c(-c2ccc(OC)cc2)c2c(c3c4cc(OC)ccc4n(S(=O)(=O)c4ccc(F)cc4)c13)C(=O)N(C)C2	-5
O=S(=O)(c1ccc(C(F)(F)F)cc1)N1CCCc2nc(-c3ccc(F)cc3)ccc21	-11
COC(=O)CCN(Cc1ccc(OC)cc1OC)S(=O)(=O)c1ccccc1Br	-6
COc1ccc(C=NN(C)C(=O)Nc2cccc(Cl)c2)cc1OC	-12
COc1ccc(OC)c(S(=O)(=O)NCC2CCN(C(=O)C(=O)c3cc4ccccc4o3)CC2)c1	-11
CC(C)CNc1cccc2c1S(=O)(=O)N[C@H](CC(C)C)CO2	-5
COC(=O)C1=C(C)N(Cc2ccccc2C(F)(F)F)C(=NCc2ccccc2)NC1c1ccc(C(F)(F)F)cc1 (centres undefined)	-12
CCCCOCC1CN(CCCC)S(=O)(=O)c2c(cccc2Sc2ccc(OC)c(OC)c2)O1 (centres undefined)	-8
COC(=O)c1cc2c(c3c4cc(C)ccc4n(S(=O)(=O)c4ccc(C)cc4)c13)C(=O)N(C)C2	-10
O=C(Nc1c(F)c(F)c(F)c(F)c1F)OC[C@@H]1CSCCS(=O)(=O)N1	-5
COc1cc2c(NCCCCCCO[N+](=O)[O-])ncnc2c(OC)c1OC	-3
CN(C(=O)[C@H]1O[C@@H](n2cnc(C(N)=O)n2)[C@H](O)[C@@H]1O)c1ccccc1	-3
COc1cccc(CNC(=O)[C@H]2CCCN2C(=O)[C@H]2CCCN2C(=O)c2ccc(Cl)cc2)c1	-11
COC(=O)C1=C(C)N(Cc2cccc(C(F)(F)F)c2)C(=NCc2ccc(OC)cc2)NC1c1cccc(C(F)(F)F)c1 (centres undefined)	-10
C=CCN1[C@@H](CC(C)C)COc2cccc(NCCCN3CCOCC3)c2S1(=O)=O	-6
CCc1cccc(Nc2cc(C)n(-c3cccc(CC)c3)c(=O)c2)c1	-10
O=C(NCc1ccccc1)[C@@H]1CCCN1C(=O)[C@H]1CCCN1C(=O)c1cccc2ccccc12	-4
COC(=O)[C@]12C[C@H](CC(=O)NCc3cccs3)C(=O)N(Cc3ccccc3)C1=C[C@H](C(C)(C)C)O[C@@H]2C	-3

As a working copy, part of the list above.
SMILES	CaV13 FRET inh
CCc1cccc(Nc2cc(C)n(-c3cccc(CC)c3)c(=O)c2)c1	-10
O=C(NCc1ccccc1)[C@@H]1CCCN1C(=O)[C@H]1CCCN1C(=O)c1cccc2ccccc12	-4
COC(=O)[C@]12C[C@H](CC(=O)NCc3cccs3)C(=O)N(Cc3ccccc3)C1=C[C@H](C(C)(C)C)O[C@@H]2C	-3
